rTrxR1 inhibitor – blocks rat thioredoxin reductase 1 | O89049 | recombinant rTrxR1, NADPH fluorescence consumption, selenite substrate | Potency, µM (top dose mostly 114 µM), inactives show at the highest dose activity change, negative = inhibition, usual class: inhibitors | 390,000 tested, 1% active | AID 588453; further: potency means the concentration at half of the fitted maximal effect; on the % scale 0 is the no-effect control and ±100 the full control effect; nearly all actives have a fitted effect of over 65% in size
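Rat TrxR1 (90 nM in the dispensed reagent) was pre-reduced with 400 uM NADPH for 5 min at room temperature, then incubated with compound for 15 min. After 400 uM selenite was added, NADPH fluorescence (Ex 340/Em 450 nm) was followed for 8 min.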
USP1-UAF1 inh – USP1/UAF1 (human) deubiquitinase inhibition; O94782; recombinant USP1/UAF1, Ub-Rhodamine cleavage fluorescence; Potency, µM (series often up to 57.1 µM), without a hit: top-dose activity change, negative = inhibition, usual class: inhibitors; 390,000 tested, 0.23% active; further: potency means the concentration at half of the fitted maximal effect; on the % scale 0 is the no-effect control and ±100 the full control effect; nearly all actives have a fitted effect of over 60% in size; inactives centre near -12
Target sequence (O94782 whole entry, looked up): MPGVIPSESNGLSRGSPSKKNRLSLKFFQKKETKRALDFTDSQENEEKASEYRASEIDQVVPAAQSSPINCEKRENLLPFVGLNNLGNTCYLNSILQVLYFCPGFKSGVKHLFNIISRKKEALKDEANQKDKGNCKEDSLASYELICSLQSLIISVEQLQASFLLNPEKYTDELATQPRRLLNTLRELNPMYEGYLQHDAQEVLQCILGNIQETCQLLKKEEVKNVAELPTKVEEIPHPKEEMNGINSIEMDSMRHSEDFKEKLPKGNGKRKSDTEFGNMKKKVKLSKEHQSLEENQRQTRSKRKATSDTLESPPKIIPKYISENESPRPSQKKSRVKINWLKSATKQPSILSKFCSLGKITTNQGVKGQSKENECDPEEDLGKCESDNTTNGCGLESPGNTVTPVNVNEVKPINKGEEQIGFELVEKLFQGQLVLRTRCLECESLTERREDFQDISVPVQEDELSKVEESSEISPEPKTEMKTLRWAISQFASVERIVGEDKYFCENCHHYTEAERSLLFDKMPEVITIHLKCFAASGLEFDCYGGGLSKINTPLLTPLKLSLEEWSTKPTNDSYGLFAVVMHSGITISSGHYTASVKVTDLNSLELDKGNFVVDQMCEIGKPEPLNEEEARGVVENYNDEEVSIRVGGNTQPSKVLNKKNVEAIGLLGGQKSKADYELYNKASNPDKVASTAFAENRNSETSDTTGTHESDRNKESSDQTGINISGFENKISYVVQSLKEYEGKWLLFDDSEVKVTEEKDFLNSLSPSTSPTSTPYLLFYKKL
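High-throughput fluorogenic screen: 1nM USP1/UAF1 complex, Ub-Rho substrate 150nM final, 50mM HEPES pH 7.8 with 0.5mM EDTA, 0.1 mg/ml BSA, 1mM TCEP and 0.01% Tween-20.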
IDH1 R132H inh – blocks human mutant IDH1 R132H enzyme. 390,000 tested, 0.093% active. Potency, µM (highest dose often 76.6 µM), without a hit: at the top dose activity change, negative = inhibition, most hits filed as inhibitors. O75874. IDH1-R132H enzyme, NADPH consumption, diaphorase/resazurin fluorescence. AID 602179; further: potency means the concentration at half of the fitted maximal effect; on the % scale 0 is the no-effect control and ±100 the full control effect; nearly all actives have a fitted effect of over 65% in size
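IDH1-R132H (0.5 ug/mL dispensed) in pH 7.5 Tris buffer was preincubated 30 min with compound, then given a substrate mix of 0.016 mM NADPH and 2 mM alpha-KG for 80 min at room temperature; remaining NADPH was read by diaphorase/resazurin fluorescence.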
TRHR enhancer – allosteric enhancers of human TRH receptor | TRHR cells, fluo-8 calcium fluorescence, EC20 TRH enhancement | enhancement, % at 2 µM | 360,000 tested, 0.66% active | AID 493056; in the data active means enhancement above about 30%; further: 0% is about no effect
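Enhancer read-out: after compound pinning and an initial kinetic agonist-mode read, an EC20 of TRH (10 nM final) was injected and fluo-8 calcium signal (Ex 480/Em 530) followed at 1 s/cycle for 100 cycles in TRHR-expressing cells.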
D2 agonist – agonists of human D2 dopamine receptor; P14416; HEK293 T-REx D2 cells, calcium flux agonist mode; activation, % at 2 µM; 340,000 tested, 0.53% active; AID 485358;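 active means activation over 3 SD above normal in the single-dose calcium agonist read, cut at about 30% in these data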; further: 0% is about no effect
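Agonism is scored from calcium flux in a force-coupled, inducible HEK293 cell line expressing D2, read kinetically for 180 s after compound addition against dopamine controls.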
Pin1 inh – inhibitors of human Pin1; Pin1 FP peptide displacement, HiFluor488, 10 min; 390,000 tested, 0.009% active; AID 504891; Potency, µM (top dose mostly 115 µM), for the others: at the highest dose activity, negative = inhibition, usual class: inhibitors; Q13526; active means well fitted inhibition curve with a large enough effect in the polarisation, with a control signal flat, not every such curve was filed as active; inconclusive means small, poorly fitted or top-dose-only effect, or effect the other way, or a change in a side signal; inactive means no such curve, though single readings can be large or run the other way; the % refers to the polarisation; further: potency means the concentration at half of the fitted maximal effect; on the % scale 0 is the no-effect control and ±100 the full control effect
Target sequence (Q13526 whole entry, looked up): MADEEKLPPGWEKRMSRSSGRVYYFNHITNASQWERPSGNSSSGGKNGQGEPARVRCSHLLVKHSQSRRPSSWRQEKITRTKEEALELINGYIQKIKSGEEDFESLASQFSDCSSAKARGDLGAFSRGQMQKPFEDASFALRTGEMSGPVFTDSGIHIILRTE
D2 antagonist – antagonists of human D2 dopamine receptor; inhibition, % at 10 µM; HEK293 TREx D2 cells, calcium flux, dopamine EC80; P14416; 340,000 tested, 2% active; AID 485344; in the data active means inhibition above about 30%; further: 0% is about no effect
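Inhibition of EC80 dopamine-driven calcium flux, recorded kinetically, defines activity here; cells are a tetracycline-induced HEK293 T-REx line expressing force-coupled D2.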
TrxR1 substrate – rat thioredoxin reductase 1 substrate activity; O89049; purified TrxR1 substrate turnover, NADPH consumption readout; Potency, µM (titrated, usually from 114 µM), inactives show at the highest dose activity change, negative = substrate turnover; 390,000 tested, 0.01% active; AID 588456; further: potency means the concentration at half of the fitted maximal effect; on the % scale 0 is the no-effect control and ±100 the full control effect; nearly all actives have a fitted effect of over 50% in size
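Rat TrxR1, dispensed at 90 nM, was prereduced with 400 uM NADPH (final) for 5 min at ~22 deg C, then incubated with compound 15 min before 400 uM selenite. A first-read NADPH fluorescence drop versus no-compound background flagged substrates.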
TRHR ag – TRH receptor (human) agonism | 360,000 tested, 0.18% active | activation, % at 2 µM | P34981 | TRHR cells, calcium flux fluo-8, FDSS agonist mode; in the data active means activation above about 30%; further: 0% is about no effect
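Fluo-8-loaded TRHR cells; 10 s baseline, compound added, kinetic Ca2+ fluorescence read 1/s, agonist mode.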
The depositor's hits bear a star; ? = inconclusive; . = no result given; & = joins results of further samples; [ ] = dose if it differs, or a comment. Unless noted, the call rests on the fitted dose curve; in most records, active means well fitted inhibition curve with a large enough effect; inconclusive means small, poorly fitted or top-dose-only effect; inactive means no such curve, though single readings can be large or run the other way. An excerpt; count on the stated rates, not on these rows.

smiles,Pin1 inh,rTrxR1 inhibitor,D2 antagonist,USP1-UAF1 inh,TRHR enhancer,IDH1 R132H inh,D2 agonist,TrxR1 substrate,TRHR ag
CCOc1ccccc1NC(=O)C1CCN(S(=O)(=O)c2cccc3cccnc23)CC1,.,.,-2.4,.,-4.7,.,-0.2,.,-0.3
CC(C)(C)c1ccc(S(=O)(=O)N2CCC(NC(=O)c3ccco3)CC2)cc1,-1.8%,9.5%[57.1 µM],21.8,-17.9%,8.1,1.8%,-1.1,6.5%[57.1 µM],-1.6
O=C(NC1CC1)C1=C[C@H](c2ccc(C(F)(F)F)cc2)C[C@H](OCCCCO)O1,6.1%,12.1%,.,-8.6%,.,1.5%[38.3 µM],.,-3.5%,.
CC[n+]1c(/C=C2/C=C(C)CC(C)C2)sc2ccccc21 (stereo not given),10.8%,-21.3%,-11.3,-16.6%,-1.0,-2.3%,-0.2,0.6%,-1.7
CCOc1ccc(C(=O)Nc2nnc(C)s2)cc1OCC,-0.8%,6.0%,5.9,-14.3%,-0.1,6.3%,0.3,5.8%,-0.6
C/C=C/c1ccc(OCCN2CCc3ccccc3C2)c(OC)c1,-1.0%,2.6%[57.1 µM],-10.4,-18.7%,-2.0,4.4%,-1.6,4.1%[57.1 µM],-1.0
CSc1ccc(CNC(=O)CCn2c(=O)c3cccn3c3ccc(F)cc32)cc1,3.3%,17.0%,.,0.9%,-14.7,-10.5%,0.1,11.7%[11.4 µM],1.7
Cc1ccc(S(=O)(=O)N2CCN(C(=O)COC(=O)c3ccc([N+](=O)[O-])o3)CC2)c(C)c1,-14.5%,-18.4%,13.4,-31.1%,2.5,4.6%,0.2,-3.6%,-0.4
CS(=O)(=O)c1nc(-c2ccccc2)cc(-c2ccccc2)c1C#N,12.4%,?,-12.0,-13.1%,11.4,0.7%,0.1,14.4%,0.5
CCc1ccc(NC(=O)Cn2nnc(C(=O)Nc3cc(C)ccc3OC)c2N)cc1,-3.3%,33.4%,.,?,-5.0,-17.2%,-0.4,10.6%,0.3
CCCCOc1ccc(C(=O)OCC(=O)N2CCCCCC2)cc1,-5.1%,17.1%[57.1 µM],.,?,.,4.8%,.,0.4%[57.1 µM],.
CC1(C)CC(=O)C/C(=N/NC(=O)COc2ccc3ccccc3c2Br)C1,1.9%,16.7%,28.3,-20.4%,-5.8,1.7%,0.0,-2.9%,0.2
Cc1cccc(OCCCC(=O)Nc2ccc(S(=O)(=O)N3CCCC3)cc2)c1,1.8%,-5.4%,0.4,-3.1%,-2.4,-0.1%,-0.1,-9.1%,0.2
Oc1ccccc1-c1nnc(SCCN2CCOCC2)n1Cc1ccccc1,0.7%,-1.1%[57.1 µM],-5.1,-19.6%,-2.4,11.2%,-1.3,5.8%[57.1 µM],0.2
CCC(=O)OCC(=O)Nc1cc([N+](=O)[O-])ccc1Cl,-8.7%,38.2%[activator][57.1 µM],14.9,-3.8%,22.7,0.0%,0.7,16.7%,0.1
CC(=O)N1CCN(S(=O)(=O)c2cccc(C(=O)Nc3ccc4c(c3)OCO4)c2)CC1,4.3%,20.7%[57.1 µM],-5.7,-2.6%,2.4,3.2%,0.1,-4.2%[57.1 µM],-0.1
Cc1nn(CCCC(=O)Nc2ccccc2C(F)(F)F)c(=O)c2nn(-c3ccccc3)c(C)c12,-0.4%,1.0%,.,-12.6%,0.3,-15.2%,-1.0,1.6%,-1.3
O=C(Oc1ccc(N(C(=O)c2ccncc2)S(=O)(=O)c2cccs2)cc1)c1ccncc1,-5.3%,39.8µM*,.,-21.7%,-0.7,7.4%,.,2.8%,-0.8
O=C(CN1CCN(S(=O)(=O)c2ccc(Cl)c(C(F)(F)F)c2)CC1)NC(=O)NC1CCCCC1,3.0%,23.6%,.,-19.6%,.,5.5%,.,-5.7%,.
COc1ccc(NC(=O)CSc2nccn2Cc2ccco2)cc1OC,-1.5%&2.2%,17.6%,15.4,-16.2%&-16.3%,-0.9&-2.8,9.8%&-13.7%,0.3&-1.1,8.3%,0.2&0.2
O=C(CSc1nc2ccccc2s1)Nc1ccc2c(c1)oc1ccccc12,11.0%,-21.7%,-3.2,-9.1%,2.8,-1.8%,-1.1,-2.8%,-2.6
COCc1nc2ccccc2n1Cc1ccccc1C,-2.9%,0.6%,-2.5,-21.5%,0.7,-1.6%,-0.1,-5.0%,-0.5
CCN(CC)S(=O)(=O)c1ccc(Cl)c(NC(=O)COC(=O)/C=C/c2ccc(O)c(OC)c2)c1,-2.9%,7.0%[57.1 µM],3.2,-21.5%,-7.2,5.6%,-1.9,5.0%[57.1 µM],-1.2
O=C(CSc1nc2ccccc2c(=O)n1CCCN1CCOCC1)Nc1ccccc1OC(F)F,-1.6%,2.3%,.,-16.3%,.,6.6%,.,-7.7%[11.4 µM],.
COc1ccccc1CN1CCN(C(=O)c2ccco2)CC1,-1.5%,-3.4%[57.1 µM],85.4*,3.0%,-0.7,4.3%,80.4*,-11.0%,0.0

Some of these compounds in order of their number in rTrxR1 inhibitor, descending.
Structure	rTrxR1 inhibitor
COc1ccc(NC(=O)CSc2nccn2Cc2ccco2)cc1OC	17.6%
CCOc1ccc(C(=O)Nc2nnc(C)s2)cc1OCC	6.0%
Cc1ccc(S(=O)(=O)N2CCN(C(=O)COC(=O)c3ccc([N+](=O)[O-])o3)CC2)c(C)c1	-18.4%
O=C(CSc1nc2ccccc2s1)Nc1ccc2c(c1)oc1ccccc12	-21.7%

Other records
smiles,Pin1 inh,rTrxR1 inhibitor,D2 antagonist,USP1-UAF1 inh,TRHR enhancer,IDH1 R132H inh,D2 agonist,TrxR1 substrate,TRHR ag
C=CCN(CC=C)c1cnn(-c2nc3ccccc3[nH]2)c(=O)c1Cl,-3.5%,3.5%,.,-5.7%,-4.7,6.2%,.,12.4%,-0.4
COc1cc(SC)ccc1C(=O)Nc1ccncc1,0.1%,17.8%,1.7,-21.2%,-2.1,-2.2%,0.0,1.5%,-1.5
CCOc1ccccc1N(CC(=O)NC(C)(C)C)C(=O)CCC(=O)Nc1nccs1,-2.1%,5.4%,-13.8,-10.5%,-3.9,12.8%,-0.1,3.2%,0.4
COCCNC(=O)C(=O)Nc1c2c(nn1-c1ccccc1)CS(=O)(=O)C2,-6.8%,23.5%[57.1 µM],.,-19.5%,5.1,7.3%,-4.3,6.1%[57.1 µM],-0.6
O=C(NCC(=O)N1CCN(c2ccccc2O)CC1)c1ccccc1,-0.5%,22.9%,4.6,-18.6%,-3.1,-1.7%,-1.0,6.1%,-1.6
O=C(NNc1nc(=O)c2cccnc2s1)c1ccccc1O,?,6.3%[57.1 µM],2.3,?,-9.0,1.6%,-1.5,-2.2%[57.1 µM],-0.4
Cc1ccc(S(=O)(=O)N2[C@@H](c3ccc(F)cc3)C(C(=O)O)=CC[C@H]2c2ccc(Cl)cc2)cc1,4.8%,16.6%[57.1 µM],5.3,-16.4%,-2.4,-7.5%,-1.0,-6.2%,-0.2
O=C(Nc1ccc(Cl)c(Cl)c1)c1ccccc1,1.7%,6.8%,12.8,?,-0.9,14.0%,-0.9,-6.1%,0.5
CCc1nnc(NC(=O)COC(=O)c2cc(OC)cc(OC)c2)s1,?,-7.0%[11.4 µM],.,-1.9%,.,1.3%,.,9.1%[57.1 µM],.
Cn1c(=O)c2c(nc(N3CCOCC3)n2Cc2ccccc2)n(C)c1=O,-7.6%,14.5%,.,-24.7%,7.2,-6.2%,-0.4,6.1%,-0.8
COc1ccccc1Cn1c(=S)[nH]c2ccc(F)cc2c1=O,5.6%,8.7%,-4.7,-14.8%,-0.1,-2.7%,0.2,-5.8%,0.9
COc1cccc(CNC(=O)CCNC(=O)c2ccco2)c1,-3.8%,-1.3%,-7.8,-5.0%,-2.6,-0.2%,-0.6,-2.2%,0.2
COC(=O)Cc1c(C)nc2nc(-c3ccco3)[nH]n2c1=O,?,-1.9%[57.1 µM],-13.2,-5.5%,4.3,1.5%,-0.2,19.3%,-0.3
CC1CCCCN1C(=O)CSCC(=O)Nc1nc(-c2cccs2)cs1 (stereo not given),3.0%,7.8%[57.1 µM],1.5,-12.9%,2.0,1.5%,0.4,4.1%[57.1 µM],-1.1
CCCCn1c(CN2CCN(C(=O)OCC)CC2)nc2c1c(=O)n(C)c(=O)n2C,2.5%,2.3%[57.1 µM],-5.3,-18.5%,-5.0,3.1%,0.5,4.2%[57.1 µM],0.8
CC(NC(=O)CCCn1cc([N+](=O)[O-])cn1)c1ccccc1 (stereo not given),3.1%,4.3%[57.1 µM],-0.6,2.8%,-1.2,1.8%,0.0,8.9%[57.1 µM],-1.1
CCCc1cc(C(=O)NNC(=S)NCC)c2ccccc2n1,1.5%,?,4.4,-1.5%,-1.2,0.1%,-1.4,-12.0%,-0.6
N#C/C(=C1\CCCN1)c1ccc2ccccc2n1,-0.2%,0.9%,-3.2,-15.6%,5.1,3.4%,-0.6,-1.8%,-1.1
Nc1ccc(N2CCN(C(=O)c3ccco3)CC2)cc1,?,-2.9%&4.9%,-19.0,-8.7%,8.5,1.8%,0.2,-7.2%&5.3%,-0.2
COc1cccc(N/C=C/C(=O)c2ccc(Cl)cc2)c1,5.6%,11.1%[57.1 µM],-11.3,-4.3%,3.9,7.5%,-0.2,-7.7%,0.1
O=C(c1cccs1)N1CCN=C1SCc1ccccc1F,0.4%,5.3%[57.1 µM],-7.7,-14.9%,-19.7,-7.5%,33.4*,1.6%[57.1 µM],-0.5

Screening data (PubChem)
